# Screening data from PubChem BioAssay.
# LYP phosphatase: inhibitors of LYP phosphatase, biochemical, fluorescence intensity, uHTS (AID 1779); Tyrosine-protein phosphatase non-receptor type 22 (Homo sapiens); recombinant LYP phosphatase, fluorescence intensity; higher % means a stronger effect; inhibition, % at 11.5 µM, or IC50 in µM where a hit was titrated; 290,000 compounds, 0.054% hits;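 note: plate controls were vehicle with enzyme for no effect and no enzyme for full effect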
# PMI inhibitors: inhibitors of human PMI, primary screen, biochemical, fluorescence intensity, coupled assay (AID 1209) | Mannose-6-phosphate isomerase (Homo sapiens) | purified PMI enzyme, coupled fluorescence intensity; higher % means a stronger effect | inhibition, % at 20 µM; hits with a dose series show IC50 in µM | 190,000 compounds, 0.42% hits;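 note: plate controls were DMSO vehicle for no effect and wells lacking substrate for full effect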
# NOD1 NF-kB reporter: NOD1 signaling inhibitors, primary screen, cell-based, luminescence, uHTS (AID 1578); one-dose inhibition, % at 4 µM; EC50 in µM for titrated hits; 290,000 compounds, 1% hits; NOD1-driven NF-kB luciferase reporter cells, luminescence; higher % means a stronger effect; in the data active = inhibition mostly above about 36%, no sharp cut-off; inactive = mostly below about 34%;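 note: HEK-293T reporter cells stimulated with the NOD1 agonist gamma-tri-DAP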
# KOR beta-arrestin-1: KOR antagonists, beta-arrestin recruitment, cell-based, luminescence, uHTS (AID 1778); Kappa-type opioid receptor (Homo sapiens); KOR beta-arrestin recruitment, luminescence, antagonist mode; higher % means a stronger effect; one-dose inhibition, % at 10 µM; IC50 in µM for titrated hits; 290,000 compounds, 0.091% hits; note: strong numbers were not always called active
# KOR beta-arrestin-2: KOR agonists, beta-arrestin recruitment, primary screen, cell-based, luminescence, uHTS (AID 1777); 280,000 compounds, 0.02% hits; KOR beta-arrestin recruitment, luminescence; higher % means a stronger effect; Kappa-type opioid receptor (Homo sapiens); one-dose activation, % at 10 µM; EC50 in µM for titrated hits; in the data active = activation above about 50%, passing the limit was not always enough; note: a part of the inactive calls stands beside numbers as strong as those of hits
# TNAP activators: human TNAP enzyme activators, primary screen, biochemical, luminescent, no phosphate acceptor, uHTS (AID 1001). 200,000 compounds, 0.03% hits. activation fold at 20 µM, or EC50 in µM where a hit was titrated. Alkaline phosphatase, tissue-nonspecific isozyme (Homo sapiens). purified TNAP, luminescent activation assay, no phosphate acceptor; higher activation fold means a stronger effect; in the data active = activation fold from about 3, or a potency from the dose series; inactive = the rest, 99 in 100 with activation fold below about 1.6; note: many of its hits are not listed in these tables
# HEK293 NOD2/NF-kB: NOD2 signaling inhibitors, cell-based, luminescence, uHTS, HEK293 (AID 1566); HEK293 NOD2/NF-kB luciferase reporter, luminescence; higher % means a stronger effect; one-dose inhibition, % at 4 µM; EC50 in µM for titrated hits; 290,000 compounds, 0.63% hits; note: many of its hits are not listed in these tables
# human PMI inhibitors: human PMI inhibitors, high substrate, primary screen, biochemical, fluorescence intensity, high mannose 6-phosphate (AID 1220). recombinant PMI enzyme, coupled fluorescence intensity; higher % means a stronger effect. one-dose inhibition, % at 20 µM; IC50 in µM for titrated hits. 190,000 compounds, 0.66% hits
# XIAP antagonists: XIAP antagonists, biochemical, IAP family, fluorescence polarization (AID 1018); E3 ubiquitin-protein ligase XIAP (Homo sapiens); XIAP BIR domain, fluorescence polarization peptide displacement; higher % means a stronger effect; one-dose displacement, % at 20 µM; IC50 in µM for titrated hits; 200,000 compounds, 0.007% hits; in the data active = displacement above about 50%; note: a part of the inactive calls stands beside numbers as strong as those of hits
# The depositor's hits bear a star; x = no result given; [ ] = remark or other dose. Cut-off read from the data, not from the text of the source, unless noted: active = inhibition above about 50%; inactive = the rest.
# Values run as follows: LYP phosphatase	PMI inhibitors	NOD1 NF-kB reporter	KOR beta-arrestin-1	KOR beta-arrestin-2	TNAP activators	HEK293 NOD2/NF-kB	human PMI inhibitors	XIAP antagonists
- C/C(=N\NC(=O)COc1ccc(C)cc1Br)c1cc([N+](=O)[O-])cs1
→ -6.3%	17.9%	15.8%	-18.9%[20 µM]	-4.0%	1	34.2%	7.3%	-4.9%
- Cc1ccc(CSCCNC(=O)/C=C/c2ccccc2Cl)cc1
→ -6.5%	7.0%	7.6%	9.9%	-2.9%	1.1	0.0%	4.7%	2.0%
- Cc1cc(NS(=O)(=O)c2ccc(NC(=O)/C=C/c3c(F)cccc3Cl)cc2)nc(C)n1
→ -6.1%	x	1.6%	-25.3%	-1.9%	x	23.6%	x	x
- COC(=O)[C@@H](NC(=O)c1ccccc1OC1CCN(S(C)(=O)=O)CC1)C(C)C
→ -5.5%	x	-10.5%	17.0%	-1.8%	x	5.1%	x	x
- COc1cc(/C=N/Nc2ccc(Cl)c(C(=O)O)c2)ccc1OCC(=O)N1C(C)CCCC1C (stereo not given)
→ 4.3%	-19.9%	-24.4%	-8.2%	-2.9%	1.1	-1.0%	1.6%	-7.3%
- CCc1nc(CNC(=O)C2CCC(=O)N(Cc3cccc(OC)c3)C2)no1 (stereo not given)
→ -10.7%	x	11.2%	-63.7%	-3.5%	x	-7.7%	x	x
- Cc1ccc(C2CC(c3cccc(Br)c3)n3nc(N)nc3N2)cc1 (stereo not given)
→ 0.1%	10.2%	-23.6%	33.4%	-0.6%	1.1	4.5%	9.9%	-0.1%
- COc1ccc(NC(=S)NC(NC(=O)/C=C/c2ccccc2)C(Cl)(Cl)Cl)cc1 (stereo not given)
→ -7.6%	-0.6%	5.2%	36.6%	1.1%	1.1	-0.7%	-2.2%	-0.4%
- C/C(=N\NC(=O)c1ccc(CN2CCOCC2)cc1)c1cccc([N+](=O)[O-])c1
→ -8.0%	6.8%	-12.7%	32.5%	-4.7%	1.1	10.5%	3.8%	-7.1%
- Cn1c2ccccc2c2cc([N+](=O)[O-])ccc21
→ -2.6%	x	-5.9%	-21.4%	6.6%	x	13.9%	x	x
- O=C(CN(C(=O)c1ccc(Cl)cc1)N1C(=O)C2C3C=CC(C3)C2C1=O)c1cccs1 (stereo not given)
→ -2.9%	0.8%	23.9%	24.6%	-0.9%	1	3.3%	2.6%	-5.5%
- Cc1ccc(C2(CCNCc3ccc(N(C)C)cc3)CCOC(C(C)C)C2)cc1 (stereo not given)
→ -8.3%	-3.0%	-34.1%	-73.6%[20 µM]	0.1%	1	-5.2%	4.9%	-4.8%
- O=C(NC1CCC(O)CC1)c1cc(-c2ccco2)nc2ccccc12 (stereo not given)
→ -4.4%	-9.5%	-12.7%	0.8%	-1.7%	1.1	-1.2%	-6.4%	-3.1%
- COc1cc(/C=C2\C(=O)NN(c3ccc(C)cc3)C2=O)cc([N+](=O)[O-])c1O
→ 2.2%	-7.6%	-25.7%	3.9%[20 µM]	-5.7%	0.7	8.6%	1.1%	0.3%
- CN1CCC(=NNC(=O)CN(c2ccc(Oc3ccccc3)cc2)S(C)(=O)=O)CC1
→ -4.3%	10.3%	-26.3%	-1.4%	10.5%	1.2	8.0%	-0.6%	0.2%
- COC(=O)c1[nH]c2ccc(C)cc2c1NS(=O)(=O)c1ccc(F)cc1
→ 1.1%	0.0%	-5.8%	-45.7%	8.5%	1	-11.8%	-9.5%	-1.0%
- Cc1ccc(NC(=O)c2cc(=O)n(Cc3ccccc3)c(=O)[nH]2)cc1C
→ -8.5%	-1.1%	-13.3%	-5.6%	-5.3%	1	-0.4%	3.5%	-7.1%
- Cc1ccc(C(=O)NC(=O)CSc2nnc(C)s2)cc1
→ -12.0%	x	-15.6%	19.5%	0.5%	x	11.3%	x	x
- COCCC(=O)Nc1ccc2c(c1)CN(C(=O)c1ccc(CSC)o1)CC2
→ -1.4%	x	-25.2%	1.5%	-1.2%	x	2.3%	x	x
- COc1ccc(NC(=O)c2cccn(CC=C(C)C)c2=O)cc1
→ 2.4%	11.8%	-31.5%	-9.4%	0.8%	1.1	-1.1%	16.7%	-2.4%
- CCCCN(CCCC)CC(O)Cn1c2ccccc2c(=O)c2ccccc21 (stereo not given)
→ -21.8%	x	-3.9%	32.1%	4.0%	x	8.6%	x	x
- CCCN(CCC)C(=O)CC(c1ccccc1)C1CCOC(C)(C)C1 (stereo not given)
→ 1.9%	-5.1%	-3.9%	-2.3%	-1.1%	1.1	10.9%	-3.1%	-0.8%
- O=C(Nc1ccc(Cl)cc1)NC1(C(=O)NCCCN2CCOCC2)CCCCC1
→ -1.9%	14.4%	-17.3%	15.7%	-5.0%	1.2	7.0%	11.4%	-4.1%
- COC(=O)/C=C1\SC(N)=NC1=O
→ -4.1%	x	1.8%	-15.2%	-5.7%	x	20.7%	x	x
- O=C(O)CCC(=O)NNC(=O)CCCOc1ccc(Cl)cc1Cl
→ -0.2%	11.0%	-21.1%	-8.1%	2.3%	1.1	-6.6%	-0.3%	-4.6%
- Cc1ccc(C)c(NC(=S)NNC(=O)c2sccc2C)c1
→ -0.7%	1.4%	-34.6%	22.3%	-3.1%	1.1	-31.7%	1.6%	0.8%
- COc1cc2[nH]c(Cl)c([N+](=O)[O-])c2cc1OC
→ 0.8%	x	0.9%	20.0%	-3.5%	x	12.2%	x	x
- CCCOc1ccc(/C=N/Nc2ccccn2)cc1OC
→ 4.2%	-5.8%	-78.6%	6.4%	2.3%	1	-107.4%	-4.8%	-4.2%
- COc1ccc(Cl)cc1S(=O)(=O)N1CCC(C(=O)NCC2CCCO2)CC1 (stereo not given)
→ -7.3%	x	-16.9%	-0.9%	11.0%	x	9.3%	x	x
- CCOC(=O)C1=C(C)Nc2nc(C)nn2C1c1ccc(OCC)c(OC)c1 (stereo not given)
→ -5.0%	-8.5%	3.6%	9.7%	-2.6%	1.1	9.1%	-2.9%	0.3%
- CC(C(=O)O)n1cnc2sc3c(c2c1=O)CCCC3 (stereo not given)
→ -4.6%	7.4%	-21.0%	-23.0%[20 µM]	-5.9%	1.1	0.9%	1.1%	-2.5%
- O=C(c1cc(COc2c(F)cccc2F)on1)N1CCC(c2ccccc2Cl)C1 (stereo not given)
→ -4.8%	20.9%	11.6%	-7.7%	4.1%	1.1	-43.2%	16.2%	-11.0%
- S=C(c1ccc(-c2ccccc2)o1)N1CCCCC1
→ -1.1%	20.9%	-45.0%	-54.2%[20 µM]	1.8%	1	-198.0%	13.5%	-6.3%
- Cc1ccc(Cn2c(=O)c3c(ncn3C)n(C)c2=O)cc1
→ -7.6%	x	-10.3%	0.0%	-0.7%	x	-1.3%	x	x
- CC[C@@H](C)C(NC(=O)OC(C)(C)C)c1cn([C@@H](Cc2cc3ccccc3[nH]2)C(=O)N2CCN(C(=O)OC(C)(C)C)CC2)nn1 (stereo not given in full)
→ 4.3%	13.0%	-23.9%	-3.2%	-0.1%	1.1	13.7%	5.9%	-3.6%
- O=C(c1ccc2snnc2c1)N1CCSCC1
→ -2.4%	-80.3%	-6.0%	14.9%	8.3%	1.1	0.1%	-159.4%	-0.5%
- COCCCNC(=S)N1CCN(S(=O)(=O)c2ccc(OC)cc2)CC1
→ -1.6%	8.4%	-15.2%	12.2%	-2.5%	1	-20.2%	2.3%	-2.4%
- CCC(C)[C@H](NC(=O)N1CCN(C)CC1)C(=O)OC (stereo not given in full)
→ -11.2%	7.2%	-23.7%	20.4%	-2.9%	1	12.8%	5.8%	-9.7%
- COC(=O)C1(S(=O)(=O)C2(C(=O)OC)CCCC2)CCCC1
→ -4.9%	0.3%	-1.1%	-13.7%	8.2%	1.1	3.8%	1.8%	-2.8%
- CC(CCc1ccco1)NC(=O)CCc1nnc2ccc(NCc3ccccc3)nn12 (stereo not given)
→ -8.8%	x	-10.9%	-6.9%	0.1%	x	16.9%	x	x
- O=C(O)C1CCN(c2nc(-c3ccccc3)c3cc(Br)ccc3n2)CC1
→ -9.3%	x	-0.9%	15.7%	4.2%	x	20.9%	x	x
- COC(=O)C1=CN(c2ccc(F)cc2)C=C(C(=O)OC)C1c1cccc([N+](=O)[O-])c1
→ 0.7%	x	-1.1%	4.4%	-1.9%	x	23.2%	x	x
- Cc1cc(NC(=O)CN2CCC(n3nnc4cc(C(F)(F)F)ccc43)CC2)no1
→ -7.4%	7.9%	-5.7%	1.7%	1.9%	1.1	6.4%	7.3%	-14.5%
- Cc1nc2sc(C(=O)O)c(N)c2c2c1COC(C)(C)C2
→ -4.4%	-68.3%	-6.0%	-22.8%	4.2%	1.1	-7.5%	-81.1%	-2.3%
- CCCC(=O)Nc1cccc(C(=O)Nc2ccccc2OCC)c1
→ -6.7%	-0.3%	2.8%	-34.6%[20 µM]	1.0%	1	5.2%	-0.3%	-2.9%
- CCN(CC)CCNC(=O)c1ccc(NC(=O)c2ccc(F)cc2F)cc1
→ -7.1%	-1.2%	2.8%	-51.0%	1.7%	1	-10.0%	4.1%	-12.1%
- O=C(O)c1ccccc1SCC(=O)N1CCc2ccccc21
→ 17.9%	-13.6%	-32.4%	4.8%	1.4%	1.1	4.1%	-1.8%	-4.8%
- O=C1[C@H]2[C@@H](c3ccc(Cl)cc3)N3C(=O)N(c4cccc(Br)c4)C(=O)[C@@]3(Cc3ccc(Cl)cc3)[C@H]2C(=O)N1C1CCCCC1
→ -0.2%	x	45.6%*	-16.0%[20 µM]	2.9%	x	-91.1%	x	x
- COc1ccccc1-c1nnc(NC(=O)c2ccc(S(=O)(=O)N(C)C)cc2)o1
→ -5.2%	-4.6%	-4.6%	-8.4%	3.6%	1.2	7.7%	-8.7%	2.7%

# Part of the list above in order of formula weight, rising:
# Values run as follows: LYP phosphatase	PMI inhibitors	NOD1 NF-kB reporter	KOR beta-arrestin-1	KOR beta-arrestin-2	TNAP activators	HEK293 NOD2/NF-kB	human PMI inhibitors	XIAP antagonists
- CCC(C)[C@H](NC(=O)N1CCN(C)CC1)C(=O)OC (stereo not given in full)
→ -11.2%	7.2%	-23.7%	20.4%	-2.9%	1	12.8%	5.8%	-9.7%
- Cc1nc2sc(C(=O)O)c(N)c2c2c1COC(C)(C)C2
→ -4.4%	-68.3%	-6.0%	-22.8%	4.2%	1.1	-7.5%	-81.1%	-2.3%
- CCCC(=O)Nc1cccc(C(=O)Nc2ccccc2OCC)c1
→ -6.7%	-0.3%	2.8%	-34.6%[20 µM]	1.0%	1	5.2%	-0.3%	-2.9%
- CCN(CC)CCNC(=O)c1ccc(NC(=O)c2ccc(F)cc2F)cc1
→ -7.1%	-1.2%	2.8%	-51.0%	1.7%	1	-10.0%	4.1%	-12.1%
- COCCCNC(=S)N1CCN(S(=O)(=O)c2ccc(OC)cc2)CC1
→ -1.6%	8.4%	-15.2%	12.2%	-2.5%	1	-20.2%	2.3%	-2.4%
- O=C(O)C1CCN(c2nc(-c3ccccc3)c3cc(Br)ccc3n2)CC1
→ -9.3%	x	-0.9%	15.7%	4.2%	x	20.9%	x	x
- CC[C@@H](C)C(NC(=O)OC(C)(C)C)c1cn([C@@H](Cc2cc3ccccc3[nH]2)C(=O)N2CCN(C(=O)OC(C)(C)C)CC2)nn1 (stereo not given in full)
→ 4.3%	13.0%	-23.9%	-3.2%	-0.1%	1.1	13.7%	5.9%	-3.6%

# Some of the compounds tested; rates above refer to the full screens.
